Assay outcomes deposited in PubChem BioAssay by National Center for Advancing Translational Sciences (NCATS).
Akt phos inh: blocks phosphorylation of Akt. activity change, % for hits at 50 µM. actives 0.32% (n = 360,000). AID 651550. Neuro2A IGF-stimulated pAkt S473 HTRF, 20 min; active compounds read low; in the data active = activity change below about -80%; inconclusive = mostly about -51% to -80%; note: % is set by controls: 0 for no effect and ±100 for the full control effect
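Neuro2A cells in DMEM with 0.5% FBS, overnight at 37 deg C, given compound at single 50 µM final, then IGF (6 nM final) for 20 min at 37 deg C. Lysed; phospho-Akt Ser473 by HTRF after 24 h, 665/615 ratio.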
Mm-Cpn inhibitor: blocks the Methanococcus maripaludis chaperonin Mm-Cpn; purified Mm-Cpn ATPase, ADP Transcreener TR-FRET; Potency, µM (doses to about 76.9 µM), without a hit: at the highest dose activity, negative = inhibition, hits mostly inhibitors; actives 0.031% (n = 330,000); AID 504842; note: potency is the fitted concentration of half-maximal effect; % is set by controls: 0 for no effect and ±100 for the full control effect; nearly all actives have a fitted effect of over 80% in size
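ATP (10 uM final) was added to archaeal chaperonin (25 nM final) after 10 min exposure to test compound at 37°C; after 30 min further incubation, ADP was detected by competitive TR-FRET.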
FUS yeast rescue: rescues growth of FUS-expressing yeast. AID 1347120. actives 0.24% (n = 390,000). S. cerevisiae FUS-expressing, growth rescue, OD600, 24 h. Potency, µM (highest dose often 76.6 µM), for inactives: at the highest dose growth rescue (activation), most hits filed as activators;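 note: potency is the fitted concentration of half-maximal effect; plate controls were DMSO vehicle for no effect and reference control for full effect; nearly all actives have a fitted effect of over 55% in size; some results filed as inactive show a strong effect at the top dose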
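Read-out: OD at 600 nm after 24hr at 30C, reporting rescue of FUS-induced yeast toxicity. Cells at OD 0.005 in galactose (2%) minimal medium; compounds tested in a dilution series; CP55940 titration from 92uM final as control.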
Abeta yeast res: restores growth of yeast expressing A-beta42 peptide; yeast expressing A-beta42, growth rescue, OD600, 48 h; response scale: 0% DMSO, 100% iron-clioquinol control; Potency, µM (top dose mostly 46.1 µM), for inactives: at the highest dose growth rescue, actives largely listed as activators; actives 0.063% (n = 410,000); note: potency is the fitted concentration of half-maximal effect; nearly all actives have a fitted effect of over 55% in size
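Growth rescue measured by 600 nm absorbance after 48 h yeast culture at 30 C with compound. Values normalized between DMSO and an equimolar ferric chloride plus clioquinol control.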
GLP1R inv ag: inverse agonists of human GLP-1 receptor; P43220; HEK293 GLP-1R CRE-luciferase, luminescence, 24 h; GLP-1R form is constitutively active; Potency, µM (series often up to 38.3 µM), without a hit: at the highest dose activity change, negative = inhibition, usual class: inhibitors; actives 1.6% (n = 410,000); note: potency is the fitted concentration of half-maximal effect; % is set by controls: 0 for no effect and ±100 for the full control effect; nearly all actives have a fitted effect of over 55% in size
Target sequence (P43220 whole entry, looked up): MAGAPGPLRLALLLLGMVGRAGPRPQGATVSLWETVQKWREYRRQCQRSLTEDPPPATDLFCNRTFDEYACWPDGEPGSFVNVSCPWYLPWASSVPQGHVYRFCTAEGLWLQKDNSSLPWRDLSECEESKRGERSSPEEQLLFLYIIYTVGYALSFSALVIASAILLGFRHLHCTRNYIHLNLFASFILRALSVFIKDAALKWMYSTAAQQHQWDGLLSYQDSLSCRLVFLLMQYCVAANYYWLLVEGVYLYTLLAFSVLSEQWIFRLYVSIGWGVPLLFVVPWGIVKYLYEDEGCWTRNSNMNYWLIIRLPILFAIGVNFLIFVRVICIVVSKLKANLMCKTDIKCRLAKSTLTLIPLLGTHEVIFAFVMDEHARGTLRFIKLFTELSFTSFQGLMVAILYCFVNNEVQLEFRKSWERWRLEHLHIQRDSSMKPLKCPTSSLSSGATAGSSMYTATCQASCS
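Inverse agonism was detected as reduced cAMP-driven luciferase luminescence after 24 h compound treatment. The cells were HEK293 clones expressing constitutively active human GLP-1R with the reporter. Reporter-only and GPR119 cell lines served as counterscreen controls.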
TDP-43 yeast inh: rescues yeast growth from TDP-43 toxicity | actives 1.8% (n = 410,000) | AID 652104 | Potency, µM (top dose mostly 46.1 µM), inactives show top-dose growth rescue (activation), usual class: activators | TDP-43 expressing yeast growth rescue, BacTiter-Glo, 24 h; note: potency is the fitted concentration of half-maximal effect; % of control where 0% means no effect; nearly all actives have a fitted effect of over 50% in size
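Growth rescue of TDP-43-toxic yeast measured as ATP luminescence (BacTiter-Glo). Cells grown to mid-log in raffinose, induced in galactose at OD600=0.02, exposed to compound 24 hr at 30 deg C.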
aSyn rescue: inhibitors of alpha-synuclein toxicity in yeast; AID 652106; Potency, µM (doses to about 46.1 µM), inactives show at the highest dose growth rescue (activation), hits mostly activators; actives 0.14% (n = 370,000); Yeast expressing alpha-synuclein, growth rescue, BacTiter-Glo, 24 h; note: potency is the fitted concentration of half-maximal effect; % of control where 0% means no effect; nearly all actives have a fitted effect of over 65% in size
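Galactose-induced alpha-syn yeast (OD600=0.02, raffinose-pregrown) + pinned cpd, 24 hr, 30 deg C; growth by BacTiter-Glo luminescence. Growth restoration scores as activation.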
PTHR1 ag: PTHR1 (human) receptor agonism. Q03431. actives 0.075% (n = 410,000). HEK293 GP2 PTHR1 cells, GloSensor cAMP luminescence, 1 h. Potency, µM (top dose mostly 115 µM), for inactives: at the top dose activation, actives largely listed as activators; note: potency is the fitted concentration of half-maximal effect; nearly all actives have a fitted effect of over 55% in size; some results filed as inactive show a strong effect at the top dose; inactives centre near -15; many of its hits are not listed in these tables
Target sequence (Q03431 whole entry, looked up): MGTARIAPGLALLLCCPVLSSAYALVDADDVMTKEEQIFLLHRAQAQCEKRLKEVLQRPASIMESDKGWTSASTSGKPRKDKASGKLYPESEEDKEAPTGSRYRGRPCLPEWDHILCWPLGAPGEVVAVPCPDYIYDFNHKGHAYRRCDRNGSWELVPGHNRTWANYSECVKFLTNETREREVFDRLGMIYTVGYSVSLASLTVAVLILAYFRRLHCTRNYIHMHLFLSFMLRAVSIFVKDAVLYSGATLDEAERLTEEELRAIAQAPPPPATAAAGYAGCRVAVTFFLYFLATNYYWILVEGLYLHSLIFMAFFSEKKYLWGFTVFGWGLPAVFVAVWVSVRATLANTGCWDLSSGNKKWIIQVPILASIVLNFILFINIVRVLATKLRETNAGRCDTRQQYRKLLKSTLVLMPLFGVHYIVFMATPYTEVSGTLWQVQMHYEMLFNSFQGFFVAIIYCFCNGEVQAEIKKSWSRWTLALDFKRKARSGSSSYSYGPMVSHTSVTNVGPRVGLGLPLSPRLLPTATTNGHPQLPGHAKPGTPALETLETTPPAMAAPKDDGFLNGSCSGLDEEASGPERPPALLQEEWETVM
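HEK-293-derived GP2 cells expressing PTHR1 and a GloSensor cAMP reporter, 3,000/well, plated overnight, given luciferin plus IBMX (each 0.5 mM as added) for 1 h at 37 °C, then compound for 1 h at 37 °C. Luminescence was read after 15 min at room temperature.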
GLP1R cytotox: cytotoxic in the GLP-1 receptor inverse agonist counter-screen; Potency, µM (titrated, usually from 38.3 µM), for the others: at the top dose activity change, negative = inhibition, actives largely listed as inhibitors; HEK293 cAMP-luciferase reporter cells, luminescence, 24 h; AID 624418; actives 0.13% (n = 410,000);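 note: loss of luciferase light is scored as toxicity; potency is the fitted concentration of half-maximal effect; % is set by controls: 0 for no effect and ±100 for the full control effect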
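Here, cytotoxicity is scored as loss of luminescence. The MLSMR collection was tested on cells seeded in medium containing 10% Nu serum, with a 24 hr compound exposure preceded by 12 hours of culture.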
Numbers without * were called inactive; i = inactive; ? = inconclusive; · = no result given; [ ] = dose if it differs, or a comment. Unless noted, calls come from the whole dose curve; as a rule, active = well fitted curve in the direction sought with a large enough effect; inconclusive = small, poorly fitted or top-dose-only effect, or another doubt; inactive = no such curve, though single readings can be large; an effect the other way counts as inactive or inconclusive. These rows are one share of the data; rates above refer to the full screens.

SMILES	Akt phos inh	Mm-Cpn inhibitor	FUS yeast rescue	Abeta yeast res	GLP1R inv ag	TDP-43 yeast inh	aSyn rescue	PTHR1 ag	GLP1R cytotox
COc1ccccc1Nc1sc(C(=O)c2ccc(F)cc2)c(N)c1S(=O)(=O)c1ccc(C)cc1	·	·	29%	-18%	?	7%	-4%	i	19%
CCOc1ccc(C(=O)c2cn(Cc3ccc(OC)cc3)c3cc(OC)c(OC)cc3c2=O)cc1	·	·	?	-10%	9%	27%	·	-22%	3%
CCOC(=O)c1cc(-c2cccc([N+](=O)[O-])c2)nc2[nH]c(=O)[nH]c(=O)c12	i	-2%	-8%	-11%	153%[activator]	-3%	-2%	-9%	-1%
O=C(NC(=S)NCCN1CCOCC1)c1ccccc1Cl	i	0%	50%	1%	10%	-6%	0%	-68%[inhibitor][57.5 µM]	9%
Cc1ccc(NC(=O)C2CC(=O)n3c(nc4ccccc43)N2)cc1 (stereo not given)	i	1%	11%	9%	18%	-3%	-2%	-20%	7%
CCCCNC(=O)Cn1c2c(c(-c3ccccc3Cl)cc1=O)CCC2	i	-3%	15%	0%	-29%	-10%	-2%	i	-1%
C[C@H](NS(=O)(=O)c1ccc(F)cc1)C(=O)OCC(=O)c1c(N)n(C)c(=O)n(C)c1=O	i	3%	1%	-10%	5%	-9%	-5%	i	0%
COc1cc2c(cc1OC)-c1cc(Nc3ccc(F)cc3)nc(=O)n1CC2	i	-4%	-20%	-1%	88%[activator]	3%	-8%	i	-12%
Cc1ccc2c(-c3ccc([N+](=O)[O-])cc3)cc(=O)[nH]c2c1	i	-1%	1%	9%	0%	-10%	-8%	-6%	-10%
O=C1CCN(C(=O)c2ccc(Cl)cc2)N1	i	0%	-10%	-6%	5%	?	-4%	i	-5%
CCCC(=O)N1CCN(c2nc3ccc(Cl)cc3s2)CC1	i	2%	-6%	-10%	-29%	?	10%	-57%[inhibitor]	-21%
COc1ccc(-c2noc(CCC(=O)NCc3ccc(C)cc3)n2)cc1	·	·	-21%	-6%	2%	24%	·	-14%	-6%
COc1ccc(NC(=O)CCNS(=O)(=O)c2ccc3c(c2)CC(C)N3C(C)=O)cc1 (stereo not given)	i	-3%	0%	-5%	4%	0%	-1%	i	-2%
CCCC1(CCC)NC(=O)NC1=O	·	0%	-27%	-1%	4%	-2%	-8%	-5%[57.5 µM]	-9%
Cn1c(N2C(=O)CC(Cc3ccccc3)C2=O)nc2ccccc21 (stereo not given)	i	-3%	-9%	-5%	5%	-7%	-7%	i	-2%
CC1=C[C@H]2Cc3cc(C)cc(C)c3S(=O)(=O)[C@@H]2C=C1	i	0%	-3%	1%	?	16µM*	-24%	-12%	-1%
O=C(NNC1=NCCC1)c1ccc(Br)cc1	i	1%	-2%	-4%	3%	-5%	1%	i	9%
CCOC(=O)c1sc2nc(N3CCOCC3)c3c(c2c1N)CC(C)(C)N(C)C3	i	-2%	1%	0%	8%	3%	0%	i	6%
CC1CN(S(=O)(=O)Cc2ccccc2)CC(C)O1 (stereo not given)	i	1%	0%	11%	0%	-3%	-14%	2%	-4%
O=C(NCCCN1CCOCC1)c1cn(-c2ccccc2)nc1-c1ccc(F)cc1	i	0%	17%	13%	?	16%	-2%	-27%	15%
O=C(CN1CCCC1)NCc1ccccc1	i	-1%	-13%	0%	8%	9%	2%	i	1%
COc1ccc(/C=C/C(=O)NNC(=O)c2cc(C)oc2C)cc1	i	-3%	-4%	23%	?	13%	1%	-4%	1%
CCOc1ccccc1N(C)C(=O)CCS(=O)(=O)c1ccc2c(c1)NC(=O)CO2	i	1%	-4%	7%	-10%	0%	-4%	-26%	-8%
COc1cc(/C=C2/C(=O)N=C(N)N2C)cc(OC)c1OC	i	-1%	-13%	9%	?	9%	-1%	i	-8%
Cc1nc(NC(=O)c2ccccc2)sc1-c1csc(NCCc2ccccc2)n1	i	?	?	5%	-40%	?	-6%	i	-8%
C=CCn1c(/N=C/c2ccc(N(C)C)cc2)nc2ccccc21	i	1%	-7%	10%	-5%	-7%	-1%	i	-20%
CC(=O)Nc1cccc(C(=O)NCCc2ccco2)c1	i	-1%	4%	-2%	-34%	10%	3%	i	?
CCCOc1ccc(F)cc1-c1cc(C(=O)NCc2cccc(C(F)(F)F)c2)[nH]n1	i	·	3%	13%	?	?	11%	-40%[inhibitor]	-25%
COc1cc(C)nc(NS(=O)(=O)c2ccccc2)n1	i	4%	-12%	-10%	-3%	13%	0%	24%[57.5 µM]	-6%
CCOC(=O)C1=C(C(F)(F)F)Nc2ncnn2C1c1ccc(OC)cc1OC (stereo not given)	i	-1%	·	10%	1%	2%	-4%	i	3%
C[C@H]1CN[C@H](CCO)/C1=C\c1ccccc1	i	·	1%	-4%	-6%	-1%	-6%	0%	-11%
Cc1cc(C)c(OCC(=O)Nc2ccc(S(=O)(=O)N3CCOCC3)cc2)c(C)c1	i	0%	·	8%	?	2%	2%	-40%[inhibitor]	7%
O=C(CNC(=O)c1ccccc1)N/N=C/c1cccs1	i	-9%	17%	8%	8%	-7%	-6%	-3%	-4%
CC(C)Cn1c(O)c2ccc(C(=O)N=NC(=O)c3cccnc3)cc2c1O	i	-1%	·	-1%	12%	-19%	-2%	i	6%
COc1ccc2c(c1OC)C(=O)N1C2SC(C)(C)[C@H]1C(=O)NC1CC1 (stereo not given in full)	i	-3%	-15%	-4%	18%	?	11%	i	0%
c1cnc(N2CCN(Cc3c[nH]c4ccccc34)CC2)nc1	·	0%	-3%	0%	?	-17%	-4%	i	-16%
Nc1ncnc2c1ncn2[C@@H]1O[C@H](CNCc2ccc(OCc3ccccc3)cc2)[C@@H](O)[C@H]1O	i	-3%	-14%	3%	?	12%	-7%	-20%	0%
O=S(=O)(c1ccc(F)cc1)N1CCN(C(=S)NC2CC2)CC1	i	1%	-5%	-19%	?	-22%	-1%[1.84 µM]	?	0%
O=C(CNC(=O)c1ccc2c(c1)OCO2)NCCOc1ccc(Cl)cc1	i	-1%	-19%	-16%	?	14%	8%	-17%	5%
O=C1CCCC(O)=C1N=Nc1cccc(C(=O)O)c1	i	3%	10%	-11%	?	-26%	-2%	-55%[inhibitor]	?
Cc1cn(Cc2ccccc2)c(=O)[nH]c1=O	i	-1%	-18%	-12%	0%	-30%[inhibitor]	0%	-65%	6%
Cc1c(NC(=O)C(C)Sc2ncnc3ccccc23)c(=O)n(-c2ccccc2)n1C (stereo not given)	i	-1%	2%	-15%	?	-9%[0.397 µM]	-6%	i	-15%
Cc1ccc(-n2cccn2)cc1	i	1%	20%	-1%	9%	-1%	-2%	5%	2%
O=C(C[C@H]1C=C[C@H](NC(=O)c2ccccn2)[C@@H](CO)O1)NCc1cc(F)cc(F)c1	i	·	2%	-5%	12%	12%	-7%	-10%	4%
CC(CNC(=O)COc1ccccc1)OC(=O)Nc1cccc(Cl)c1 (stereo not given)	i	3%	12%	0%	?	25%	10%	i	9%
CCN1c2ccccc2-c2nc3ccccc3n2C1c1ccco1 (stereo not given)	i	-5%	11%	-34%[inhibitor]	?	?	-17%	i	-2%
COc1ccc(NC(=O)Cn2nnc(C(=O)Nc3ccc(F)c(Cl)c3)c2N)cc1	i	2%	11%	4%	3%	-17%	-7%	19%	-1%
COc1ccc(/C=C(/NC(=O)c2cccc([N+](=O)[O-])c2)C(=O)O)cc1OC	i	-9%	11%	-3%	3%	2%[9.22 µM]	-3%	-18%	1%
CCN(CC)S(=O)(=O)c1ccc2c(c1)N(CC(=O)N1CCN(c3cccc(OC)c3)CC1)C(=O)CO2	·	·	41%	0%	0%	10%	·	i	3%
C=CCNC(=O)/C(C#N)=C/c1cn(-c2ccccc2)nc1-c1cccs1	i	1%	·	0%	15%	18%	7%	i	25%

Going on with the list:
SMILES	Akt phos inh	Mm-Cpn inhibitor	FUS yeast rescue	Abeta yeast res	GLP1R inv ag	TDP-43 yeast inh	aSyn rescue	PTHR1 ag	GLP1R cytotox
COc1ccc(NC(=O)CN2CCN(S(=O)(=O)c3ccc(Cl)cc3)CC2)cc1Cl	i	0%	-15%	10%	1%	-5%	-1%	i	-22%
CCOc1ccc(C(=S)NC2CCCCC2)cc1OCC	i	-1%	6%	16%	?	?	0%	19%	-18%
CC(=O)Nc1ccc(S(=O)(=O)N2CCN3CCCC3C2)cc1 (stereo not given)	i	0%	-24%	-16%	13%	7%	-6%	i	2%
COc1ccc(NC(=O)CSc2nnc(Cc3cccn3C)n2-c2ccc(C)cc2)cc1OC	i	1%	29%	17%	0%	3%	-1%	-11%	-11%
O=C(CSc1ccc2ccccc2n1)c1ccccc1	i	-1%	-6%	-4%	-10%	18%	-1%	i	5%
Cc1ccc(S(=O)(=O)N2CCOCC2)cc1NC(=O)CNCC1CCCCC1	i	-5%	6%	23%	-4%[7.66 µM]	8%	1%	-3%	18%[7.66 µM]
CCOc1ccc(NC(=O)CN(C)C(=O)c2cn(-c3ccc(F)cc3)nc2-c2cccc(OC)c2)cc1OCC	i	-3%	?	-9%	4.5µM*	-6%	-13%	i	-24%

2 neighbouring compounds from above, quoted:
SMILES	Akt phos inh	Mm-Cpn inhibitor	FUS yeast rescue	Abeta yeast res	GLP1R inv ag	TDP-43 yeast inh	aSyn rescue	PTHR1 ag	GLP1R cytotox
COc1ccccc1Nc1sc(C(=O)c2ccc(F)cc2)c(N)c1S(=O)(=O)c1ccc(C)cc1	·	·	29%	-18%	?	7%	-4%	i	19%
CCOc1ccc(C(=O)c2cn(Cc3ccc(OC)cc3)c3cc(OC)c(OC)cc3c2=O)cc1	·	·	?	-10%	9%	27%	·	-22%	3%
